CHT inh: inhibits the human high affinity choline transporter. B-score at 10 µM. actives 0.86% (n = 310,000). Q9GZV3. CHT-expressing cells, membrane potential dye, choline response; active compounds read low;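 active = B-score over 3 SD under the library average, and starting fluorescence ratio not unusually high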;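 also: choline stimulus applied at its EC90 after an EC20 pre-addition; B-score computed on integrated fluorescence ratio after choline addition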
Target sequence (Q9GZV3 whole entry, looked up): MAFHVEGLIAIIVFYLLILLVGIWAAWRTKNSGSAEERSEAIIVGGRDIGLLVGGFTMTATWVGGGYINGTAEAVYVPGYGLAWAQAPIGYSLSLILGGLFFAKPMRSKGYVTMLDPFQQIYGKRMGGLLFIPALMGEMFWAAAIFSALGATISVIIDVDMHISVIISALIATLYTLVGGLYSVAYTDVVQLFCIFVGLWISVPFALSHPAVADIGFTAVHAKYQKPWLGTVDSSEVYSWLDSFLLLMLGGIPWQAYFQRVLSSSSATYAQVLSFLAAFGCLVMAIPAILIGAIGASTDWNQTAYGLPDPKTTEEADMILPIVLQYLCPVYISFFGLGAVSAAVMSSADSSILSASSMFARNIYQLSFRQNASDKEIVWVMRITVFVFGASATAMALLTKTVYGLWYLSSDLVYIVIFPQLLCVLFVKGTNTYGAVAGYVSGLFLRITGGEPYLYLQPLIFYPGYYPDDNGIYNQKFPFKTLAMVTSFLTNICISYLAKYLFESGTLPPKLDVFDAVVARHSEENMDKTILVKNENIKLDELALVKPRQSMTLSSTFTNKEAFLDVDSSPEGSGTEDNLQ
Kir21 inh: Kir2.1 (mouse) channel inhibition. P35561. HEK293-Kir2.1, FluxOR thallium flux fluorescence; active compounds read low. B-score at 10 µM. actives 0.85% (n = 310,000). AID 1672;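 active = fluorescence ratio B-score at or below minus 3 SD of library scores, with starting-brightness B-score within 2 SD, cut at about -4.2 in these data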;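 also: channel flux triggered by added potassium and thallium sulfate stimulus; B-score of peak minus minimum fluorescence over baseline after thallium stimulus; more negative B-score means stronger Kir2.1 block with less thallium influx; some compounds called inactive have numbers as strong as hits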
Target sequence (P35561 whole entry, looked up): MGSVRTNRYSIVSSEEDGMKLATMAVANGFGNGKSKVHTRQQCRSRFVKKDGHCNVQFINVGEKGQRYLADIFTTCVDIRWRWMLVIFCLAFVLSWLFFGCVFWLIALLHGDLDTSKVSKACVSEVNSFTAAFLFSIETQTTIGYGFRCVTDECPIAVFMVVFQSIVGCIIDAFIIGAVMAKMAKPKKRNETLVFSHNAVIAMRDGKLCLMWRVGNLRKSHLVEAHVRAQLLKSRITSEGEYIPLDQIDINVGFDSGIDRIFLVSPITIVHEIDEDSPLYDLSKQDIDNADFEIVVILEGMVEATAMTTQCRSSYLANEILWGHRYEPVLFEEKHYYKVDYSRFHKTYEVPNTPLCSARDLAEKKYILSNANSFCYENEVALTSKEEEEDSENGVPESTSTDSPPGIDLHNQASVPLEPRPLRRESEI
An asterisk follows results filed as active; i = inactive; x = not tested or not shown.

Kir21 inh	CHT inh	SMILES
-0.08	i	O=C(/C=C/c1ccco1)Nc1cccnc1
0.84	i	O=C(CSc1ncnc2scc(-c3ccccc3)c12)NCc1ccc2c(c1)OCO2
1.6	i	COc1cccc(/C=C/C(=C2/C(=O)N(c3ccccc3)N=C2C)c2ccccc2)c1OC
0.32	i	O=C(COC(=O)[C@@H]1CC(O)CN1S(=O)(=O)c1ccc2c(c1)OCCO2)NCc1ccc(F)cc1 (stereo not given in full)
-2.3	i	COc1ccc(-n2ccnc2SCC(=O)Nc2ccc(OC)cc2OC)cc1
1.1	i	COC(=O)c1cccc(NC(=O)CN2CCOCC2)c1
1.7	i	O=C(CCC(=O)N(CC(=O)NC1CCCCC1)Cc1ccccc1)Nc1nccs1
-0.13	i	O=C(NC1CC1)C1=C[C@H](c2ccc(C(F)(F)F)cc2)C[C@H](OCCCCO)O1

Kir21 inh	CHT inh	SMILES
-0.95	i	CC(C)CC(C(=O)NC(=O)NCc1ccccc1)N1C(=O)c2ccccc2C1=O (stereo not given)
-16	x	O=C1c2cccc3c(O)ccc(c23)C(=O)N1Cc1ccco1
-1.4	i	O=C(COc1ccc(Cl)cc1)Nc1ncccn1
-1.3	i	CC(C)c1nnc(NC(=O)C2CC(=O)N(CCc3ccc(F)cc3)C2)s1 (stereo not given)
2.5	i	COc1ccc(C(=O)Nc2ccccc2C(=O)Nc2ccccn2)cc1
0.92	i	O=C(NC1CCCC1)C1CC(=O)N(c2ccc(F)cc2)C1 (stereo not given)
1.7	i	CC1CC(C)CN(c2ncnc3c2cnn3Cc2ccc(Cl)cc2)C1 (stereo not given)
-2.7	i	O=C1/C(=C/C=C/c2ccccc2)Oc2c1ccc(O)c2CN1CCN(CCO)CC1

Fetched by compound from the entries so far (two):
Kir21 inh	CHT inh	SMILES
-0.95	i	CC(C)CC(C(=O)NC(=O)NCc1ccccc1)N1C(=O)c2ccccc2C1=O (stereo not given)
-16	x	O=C1c2cccc3c(O)ccc(c23)C(=O)N1Cc1ccco1

(list continues)
Kir21 inh	CHT inh	SMILES
1.1	i	COC(=O)[C@@]12CCCCN1[C@H](c1ccc(-c3ccc(C(C)=O)cc3)cc1)[C@H]1C(=O)N(C)C(=O)[C@H]12
0.72	i	Cc1nc(N)c(C#N)c(-c2ccccc2)c1C
-0.01	i	C=CCOc1c(CNn2nnnc2N)cccc1OC
-0.52	i	COc1ccccc1NC(=O)CSc1ccc(-c2ccccn2)nn1
0.23	i	O=C(COC(=O)/C=C/c1ccco1)Nc1cccc([N+](=O)[O-])c1
0.02	i	O=C(O)c1ccc(/C=N/NC(=O)c2ccc(F)cc2)cc1
0.7	i	O=C(CSc1nnc(-c2ccccc2F)n1C1CC1)Nc1cccnc1Cl
-0.62	i	COCCN1C(=O)c2oc3ccccc3c(=O)c2C1c1ccc(OC)c(OC)c1 (stereo not given)

Kir21 inh	CHT inh	SMILES
-1.1	i	COCc1cc(=O)[nH]c2cc(NC(=O)C3CC3)c(C)cc12
1.1	i	CN(Cc1cccnc1)C(=O)CNC(=O)c1ccc(Cl)cc1Cl
-1.9	i	CCCc1nnc(NC(=O)CCC(=O)N2CCN(S(=O)(=O)c3ccc(C)cc3)CC2)s1
x	i	O=S(=O)(c1cccc(-c2nnco2)c1)N1CCCC1
-1.3	i	CC1(CC(=O)NNC(=O)Nc2ccccc2)OCCCO1
1.4	i	COc1ccc(NC(=O)CCNS(=O)(=O)c2ccc3c(c2)c(=O)n(C)c(=O)n3C)c(OC)c1
-0.05	i	CCN(CC)S(=O)(=O)c1ccc2c3c(cccc13)C(=O)S2
2.1	i	CCn1nnc2c(=O)oc3ccccc3c21

Kir21 inh	CHT inh	SMILES
1.3	i	O=C(CSc1ccc(Cl)cc1)NCc1ccncc1
0.51	i	CC(=O)Nc1ccc(/C=N/NC(=O)CCN2CCN(c3ccccc3)CC2)cc1
0.63	i	CC(C)c1ccc(NC(=O)CSc2nnc(CN3CCOCC3)n2C)cc1
-0.74	i	Cc1ccc(-c2csc3nc4c5ccccc5c(NCCCN(C)C)nn4c(=O)c23)cc1
2.8	i	Cc1ccc(C)c(NC(=O)c2cc(S(=O)(=O)N3CCOCC3)cn2C)c1
0.46	i	CC1(/[N+]([O-])=C/c2cccc(Cl)c2)CCCCC1=O (stereo not given)
-0.03	i	CCNc1nc2c(c(=O)[nH]c(=O)n2C)n1CC(C)C
0.09	i	COC(=O)C1=CN(Cc2ccc(OC)c(OC)c2)C=C(C(=O)OC)C1c1cccc(F)c1

Kir21 inh	CHT inh	SMILES
-0.79	i	C/C(=N\Nc1nccnc1Cl)c1c(F)c(F)c(F)c(F)c1F
-0.16	i	CC(C)(CN1CCN(C(c2ccccc2)c2ccccc2)CC1)NS(=O)(=O)c1ccccc1
-0.56	i	Cn1c(CC(=O)Nc2ccc(F)cc2)c(Sc2ccccc2)c2ccccc21
1.1	i	COc1ccc(C(=O)N/C(=C\c2cn(S(=O)(=O)N(C)C)c3ccccc23)C(=O)NCCN2CCOCC2)cc1OC
-0.8	i	C=CCc1c(C)nc(SCc2nc3ccccc3c(=O)[nH]2)[nH]c1=O
0.88	i	CNc1nc(Cl)c(SC)c(N2CCOCC2)n1
-0.02	i	NC(=S)Nc1ncc(CCN2CCOCC2)c(-c2ccc(F)cc2)n1
0.27	i	Cc1ccc(Cl)cc1NC(=S)N(CCCN1CCN(C)CC1)Cc1ccco1

Kir21 inh	CHT inh	SMILES
2.9	i	BrC(=C\c1ccccc1)/C=N/Nc1nc(N2CCOCC2)nc(N2CCOCC2)n1
1.8	i	Cc1ccc(C(=O)Nc2nc(-c3ccc(F)cc3)cs2)o1
1.4	i	Cc1cc2c(c(=O)o1)C(C13C=CC(CC1)C3)C(C#N)=C(N)O2 (stereo not given)
-1.5	i	COc1cc(C2CC(=O)Nc3c2c(=O)nc2c(C)cccn32)cc(OC)c1OC (stereo not given)
0.82	i	COc1cn(-c2ccccc2)nc1C(=O)Nc1ccccc1
0.01	i	O=C1C2CCCN2C(=S)N1Cc1ccccc1 (stereo not given)
0.27	i	O=C(COC(=O)Cc1ccc(S(=O)(=O)N2CCOCC2)s1)NCCc1ccccc1
-0.01	i	CCN(CC)S(=O)(=O)c1ccc(Cl)c(NC2=NCCCCC2)c1

4 compounds already listed, ordered by the number in Kir21 inh, rising.
Kir21 inh	CHT inh	SMILES
-1.5	i	COc1cc(C2CC(=O)Nc3c2c(=O)nc2c(C)cccn32)cc(OC)c1OC (stereo not given)
0.01	i	O=C1C2CCCN2C(=S)N1Cc1ccccc1 (stereo not given)
1.4	i	Cc1cc2c(c(=O)o1)C(C13C=CC(CC1)C3)C(C#N)=C(N)O2 (stereo not given)
1.8	i	Cc1ccc(C(=O)Nc2nc(-c3ccc(F)cc3)cs2)o1

(cont.)
Kir21 inh	CHT inh	SMILES
-1	i	COC(=O)c1cc(NCc2ccc3c(c2)OCO3)ccc1N1CCOCC1
-0.13	i	CCOC(=O)C1Cc2c([nH]c3ccccc23)C(C)N1 (stereo not given)
0.04	i	CCCn1c(N)c(C(=O)COC(=O)CCNS(=O)(=O)c2ccccc2F)c(=O)[nH]c1=O
-0.01	i	COc1ccc(OCCCC(=O)Nc2nc(C)c(C(C)=O)s2)cc1
-1.4	i	CCn1c(SCC(=O)NCc2ccc3c(c2)OCO3)nnc1-c1c[nH]c2ccccc12
-0.27	i	Cc1cc(C)nc(/N=C2\NC(=O)CC(C(=O)O)N2c2ccc(Cl)cc2Cl)n1 (stereo not given)
1.4	i	CCc1ccc2nc(Nc3ccc(OC)cc3OC)c(C#N)cc2c1
0.08	i	COc1cc2c(cc1OC)[C@H](Cc1ccc(O)cc1)NCC2

Kir21 inh	CHT inh	SMILES
-0.12	i	CCOC(=O)C1C(C)N=C2SCC(=O)N2C1c1cccc(Br)c1 (stereo not given)
-2	i	O=C(NCc1ccco1)/C(=C\c1ccco1)NC(=O)c1ccco1
0.89	i	CC(=O)N1c2ccc(S(=O)(=O)N3CCCC3)cc2CC1C(=O)NC(C)C (stereo not given)
0.04	i	Cc1c(NC(=S)N/N=C/c2cccc(O)c2)c(=O)n(-c2ccccc2)n1C
0.02	i	O=C(CCCSc1nnc(Nc2ccccc2F)s1)N1CCOCC1
0.37	i	CCN(CC)S(=O)(=O)c1cccc(S(=O)(=O)N2CCCCC2)c1
0.66	i	CCCN1CCN(C(=O)C2CCN(c3ncnc4c3nc3n4CCCCC3)CC2)CC1
-1.2	i	COc1cc(/C=C/c2c([N+](=O)[O-])c(=O)n(C)c(=O)n2C)cc(OC)c1OC

Kir21 inh	CHT inh	SMILES
0.39	i	Cc1nc(Nc2nc3ccccc3o2)nc(C)c1C
0.51	i	COc1ccc(/C=N/n2c(C)nnc2C)c(OC)c1OC
-2.3	i	CCOC(=O)C(C)Sc1nc2ccccc2c(=O)n1CC1CCCCC1 (stereo not given)
0.3	i	COc1ccc(NC(=O)c2cc(-c3ccc(C)o3)nc3ccccc23)cc1
0.76	i	O=C(NCc1ccncc1)c1cccc(S(=O)(=O)NCc2ccccc2)c1
0.15	i	CCC(C)(C)n1nnnc1C(c1ccc(OC)c(OC)c1)N1CCN(c2ccc(F)cc2)CC1 (stereo not given)
0.29	i	O=C(Nc1ccccn1)c1cccc(S(=O)(=O)N2CCc3ccccc3C2)c1
-0.63	i	CC(C)CC(OC(=O)c1nsc(Cl)c1Cl)C(=O)NC1CCCC1 (stereo not given)

Kir21 inh	CHT inh	SMILES
x	i	CCOC(=O)Cc1csc(NC(=O)CN2C(=O)c3ccccc3S2(=O)=O)n1
-0.9	i	Cc1cc(SCC(=O)N/N=C/c2ccco2)nc2ccccc12
2.1	i	Cc1ccc(-c2nc(Nc3ccc(O)cc3)c3ccccc3n2)cc1
0.3	i	COc1ccccc1-c1noc(-c2ccco2)n1
0.61	i	Cc1ccc(CC2CC(=O)N(CC(=O)O)C2=O)cc1 (stereo not given)
0.65	i	CCOCC(=O)Nc1nc2ccc(OC)cc2s1
-6.2*	i	O=C(c1ccccc1)c1ccc(OCC(O)CNC2CCCc3ccccc32)cc1 (stereo not given)
1.3	i	O=C(O)CCc1nc(-c2ccccc2)c(-c2ccccc2)o1

The list goes on; the last two above are carried over.
Kir21 inh	CHT inh	SMILES
-6.2*	i	O=C(c1ccccc1)c1ccc(OCC(O)CNC2CCCc3ccccc32)cc1 (stereo not given)
1.3	i	O=C(O)CCc1nc(-c2ccccc2)c(-c2ccccc2)o1
0.77	i	COc1ccc(C(=O)Nc2nc(-c3ccc(OC)cc3)c(-c3ccc([N+](=O)[O-])cc3)s2)cc1
-0.74	i	CC(=O)NC(Cc1cnc[nH]1)C(=O)O (stereo not given)
-0.39	i	CC(C)Cn1cnc2sc3c(c2c1=N)CCCC3
0.67	i	CC(OC(=O)c1ccc(NS(=O)(=O)c2ccc3[nH]c(=O)[nH]c3c2)cc1)C(N)=O (stereo not given)
0.86	i	COCCNS(=O)(=O)c1cc2[nH]c3c(c2cc1C)C(=O)CC(C)(C)C3
0.78	i	Cn1cccc1C(=O)Nc1nc(-c2ccccn2)cs1
0.09	i	Cn1c(=NC(=O)c2cccc([N+](=O)[O-])c2)sc2ccccc21
-0.55	i	O=CN1CCN(C(=O)c2ccc(-c3nc4ccccc4s3)s2)CC1

Kir21 inh	CHT inh	SMILES
-1	x	FC(F)(F)c1ccc(CN2C[C@@H]3C(c4ccccc4)C4(c5ccccc5)CC3(C4)[C@H]2c2ccccc2)cc1 (stereo not given in full)
0.33	i	COc1ccc(C/C(N)=N/OC(=O)CCc2ccccc2)cc1
-0.44	i	C#CCNC(=O)C1=C[C@H](c2csc3ccccc23)C[C@H](OCCCCO)O1
-0.04	i	COc1ccc(C(=O)Nc2ccccc2C(=O)N2CCCCCC2)cc1
-0.18	i	NC(=S)N/N=C/c1c(O)ccc2ccccc12
1.5	i	NC(=O)CC(NC(=O)Cc1ccc(Cl)cc1)c1ccc(NC2CC3CCC2C3)c([N+](=O)[O-])c1 (stereo not given)
-0.08	x	Cc1cccc(C)c1OCC(O)CNS(=O)(=O)c1ccccc1C(=O)N1CCOCC1 (stereo not given)
x	i	CCOc1cc(C2NN=C(c3ccc(C)cc3)S2)ccc1O (stereo not given)

Kir21 inh	CHT inh	SMILES
-0.55	i	Cc1cc(=O)oc2c(C(=O)c3ccccc3)c(OCC(N)=O)ccc12
2.2	i	CCc1nn(CC(=O)N2CCN(CC)CC2)c(=O)c2cccn12
-0.34	i	COC(=O)c1cc2c(s1)-c1ccc(OC)cc1CC2
-0.1	i	CC1Cc2ccccc2N1C(=O)CSc1nc2c(c(=O)n(C)c(=O)n2C)n1Cc1ccc(F)cc1 (stereo not given)
-1.9	i	CSc1ncc(C(=O)NCCCc2ccccc2)c(C)n1
-0.14	i	O=c1c2ccccc2c(-c2ccccc2)nn1Cc1c(Cl)cccc1Cl
1.2	i	O=C(Cn1cc2c(n1)CCCC2)NCCCN1CCN(Cc2ccccc2)CC1
1.8	i	O=C(NCCCN1CCOCC1)c1cccc(S(=O)(=O)NCc2ccccc2)c1

Record cards (already shown). Values in the order: Kir21 inh	CHT inh
O=C(Cn1cc2c(n1)CCCC2)NCCCN1CCN(Cc2ccccc2)CC1 across the screens: 1.2	i
CCc1nn(CC(=O)N2CCN(CC)CC2)c(=O)c2cccn12 across the screens: 2.2	i
O=c1c2ccccc2c(-c2ccccc2)nn1Cc1c(Cl)cccc1Cl across the screens: -0.14	i
COC(=O)c1cc2c(s1)-c1ccc(OC)cc1CC2 across the screens: -0.34	i

The listing continues:
Kir21 inh	CHT inh	SMILES
2.8	i	COc1ccc(-c2c(-c3ccsc3)oc3ccc(N4CCOCC4)cc23)cc1
1.8	i	CCCCC(=O)Nc1ccc2c(c1)nc(CCN1CCOCC1)n2C
-0.96	i	CCN1C(=Nc2ccc(Cl)cc2)SC/C1=C\C(=O)OC
0.14	i	COc1ccc(-n2cc(CN(C)C(C)c3ccncn3)c(-c3cccc(F)c3)n2)cc1 (stereo not given)
1.3	i	COc1ccc(NC(=O)COc2ccccc2F)cc1S(=O)(=O)N1CCCCC1
-0.76	i	Cc1cccc2c(=O)c(C(=O)NCCCN3CCOCC3)c[nH]c12

Screening data (PubChem)
